PriA SSB inh = blocks PriA binding to SSB C-terminal tail. AlphaScreen SSBct-PriA binding, biotinylated peptide. inhibition, % at 33 µM. 430,000 compounds, 0.6% hits. AID 1272365; in the data active = inhibition mostly above about 37%, no sharp cut-off; inactive = mostly below about 20%;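 also: plate controls were negative control peptide for no effect and reference peptide for full effect; strong numbers were not always called active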
DUSP3 inh = inhibitors of human VHR1 phosphatase (DUSP3); 290,000 compounds, 0.52% hits; recombinant VHR phosphatase, pNPP absorbance; AID 1654; inhibition, % at 13.3 µM; in the data active = inhibition above about 50%; also: some compounds called inactive have numbers as strong as hits
PfHsp40 rescue = rescue of PfHsp40-mediated yeast toxicity; growth rescue, % at 12.5 µM; 340,000 compounds, 0.68% hits; S. cerevisiae expressing PfHsp40, growth rescue, ATP luminescence; in the data active = growth rescue above about 28%, passing the limit was not always enough; inconclusive = no clear call, values can overlap the other calls;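 also: yeast W303a lacking pdr1 and pdr3 grown in galactose medium; growth measured after three days at 30 °C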
MazF activator = increases E. coli MazEF RNase cleavage of RNA | AID 504720 | 350,000 compounds, 0.32% hits | activation, % at 20 µM | FAM/BHQ RNA-DNA oligo cleavage fluorescence, 5 h | P0AE70; in the data active = activation above about 50%
Y pestis TopoI = blocks Yersinia pestis topoisomerase I activity | Y. pestis Topo-I cleavage product accumulation, plate reader | activity, % at 10 µM | 360,000 compounds, 0.064% hits | AID 504884; in the data active = activity above about 50%, passing the limit was not always enough; inconclusive = no clear call, values can overlap the other calls; also: inactives centre near 2
Anthrax LF prot = blocks Bacillus anthracis lethal factor protease; AID 588501; P15917; 360,000 compounds, 0.12% hits; inhibition, % at 10 µM; multiplex microsphere protease cleavage assay, LF; in the data active = inhibition above about 30%; inconclusive = no clear call, values can overlap the other calls; also: plate controls were buffer without enzyme for full effect and enzyme alone for no effect
Vc quorum ag = quorum light induction in luxS cqsA deficient V. cholerae | V. cholerae BH1578 lux reporter, luminescence, 6 h | activation, % at 18.7 µM | 350,000 compounds, 0.16% hits | AID 588436; in the data active = activation mostly above about 9.7%, no sharp cut-off; inconclusive = no clear call, values can overlap the other calls; inactive = mostly below about 3.7%; also: not every result past the cut was called active; inactives centre near 0; reference of the scale not given here
TcdB inh = blocks C. difficile toxin B glycohydrolase activity | P18177 | TcdB glycohydrolase enzymatic assay, plate reader | inhibition, % at 9.99 µM | 350,000 compounds, 0.24% hits | AID 652162; in the data active = inhibition above about 10%
Target sequence (P18177 whole entry, looked up): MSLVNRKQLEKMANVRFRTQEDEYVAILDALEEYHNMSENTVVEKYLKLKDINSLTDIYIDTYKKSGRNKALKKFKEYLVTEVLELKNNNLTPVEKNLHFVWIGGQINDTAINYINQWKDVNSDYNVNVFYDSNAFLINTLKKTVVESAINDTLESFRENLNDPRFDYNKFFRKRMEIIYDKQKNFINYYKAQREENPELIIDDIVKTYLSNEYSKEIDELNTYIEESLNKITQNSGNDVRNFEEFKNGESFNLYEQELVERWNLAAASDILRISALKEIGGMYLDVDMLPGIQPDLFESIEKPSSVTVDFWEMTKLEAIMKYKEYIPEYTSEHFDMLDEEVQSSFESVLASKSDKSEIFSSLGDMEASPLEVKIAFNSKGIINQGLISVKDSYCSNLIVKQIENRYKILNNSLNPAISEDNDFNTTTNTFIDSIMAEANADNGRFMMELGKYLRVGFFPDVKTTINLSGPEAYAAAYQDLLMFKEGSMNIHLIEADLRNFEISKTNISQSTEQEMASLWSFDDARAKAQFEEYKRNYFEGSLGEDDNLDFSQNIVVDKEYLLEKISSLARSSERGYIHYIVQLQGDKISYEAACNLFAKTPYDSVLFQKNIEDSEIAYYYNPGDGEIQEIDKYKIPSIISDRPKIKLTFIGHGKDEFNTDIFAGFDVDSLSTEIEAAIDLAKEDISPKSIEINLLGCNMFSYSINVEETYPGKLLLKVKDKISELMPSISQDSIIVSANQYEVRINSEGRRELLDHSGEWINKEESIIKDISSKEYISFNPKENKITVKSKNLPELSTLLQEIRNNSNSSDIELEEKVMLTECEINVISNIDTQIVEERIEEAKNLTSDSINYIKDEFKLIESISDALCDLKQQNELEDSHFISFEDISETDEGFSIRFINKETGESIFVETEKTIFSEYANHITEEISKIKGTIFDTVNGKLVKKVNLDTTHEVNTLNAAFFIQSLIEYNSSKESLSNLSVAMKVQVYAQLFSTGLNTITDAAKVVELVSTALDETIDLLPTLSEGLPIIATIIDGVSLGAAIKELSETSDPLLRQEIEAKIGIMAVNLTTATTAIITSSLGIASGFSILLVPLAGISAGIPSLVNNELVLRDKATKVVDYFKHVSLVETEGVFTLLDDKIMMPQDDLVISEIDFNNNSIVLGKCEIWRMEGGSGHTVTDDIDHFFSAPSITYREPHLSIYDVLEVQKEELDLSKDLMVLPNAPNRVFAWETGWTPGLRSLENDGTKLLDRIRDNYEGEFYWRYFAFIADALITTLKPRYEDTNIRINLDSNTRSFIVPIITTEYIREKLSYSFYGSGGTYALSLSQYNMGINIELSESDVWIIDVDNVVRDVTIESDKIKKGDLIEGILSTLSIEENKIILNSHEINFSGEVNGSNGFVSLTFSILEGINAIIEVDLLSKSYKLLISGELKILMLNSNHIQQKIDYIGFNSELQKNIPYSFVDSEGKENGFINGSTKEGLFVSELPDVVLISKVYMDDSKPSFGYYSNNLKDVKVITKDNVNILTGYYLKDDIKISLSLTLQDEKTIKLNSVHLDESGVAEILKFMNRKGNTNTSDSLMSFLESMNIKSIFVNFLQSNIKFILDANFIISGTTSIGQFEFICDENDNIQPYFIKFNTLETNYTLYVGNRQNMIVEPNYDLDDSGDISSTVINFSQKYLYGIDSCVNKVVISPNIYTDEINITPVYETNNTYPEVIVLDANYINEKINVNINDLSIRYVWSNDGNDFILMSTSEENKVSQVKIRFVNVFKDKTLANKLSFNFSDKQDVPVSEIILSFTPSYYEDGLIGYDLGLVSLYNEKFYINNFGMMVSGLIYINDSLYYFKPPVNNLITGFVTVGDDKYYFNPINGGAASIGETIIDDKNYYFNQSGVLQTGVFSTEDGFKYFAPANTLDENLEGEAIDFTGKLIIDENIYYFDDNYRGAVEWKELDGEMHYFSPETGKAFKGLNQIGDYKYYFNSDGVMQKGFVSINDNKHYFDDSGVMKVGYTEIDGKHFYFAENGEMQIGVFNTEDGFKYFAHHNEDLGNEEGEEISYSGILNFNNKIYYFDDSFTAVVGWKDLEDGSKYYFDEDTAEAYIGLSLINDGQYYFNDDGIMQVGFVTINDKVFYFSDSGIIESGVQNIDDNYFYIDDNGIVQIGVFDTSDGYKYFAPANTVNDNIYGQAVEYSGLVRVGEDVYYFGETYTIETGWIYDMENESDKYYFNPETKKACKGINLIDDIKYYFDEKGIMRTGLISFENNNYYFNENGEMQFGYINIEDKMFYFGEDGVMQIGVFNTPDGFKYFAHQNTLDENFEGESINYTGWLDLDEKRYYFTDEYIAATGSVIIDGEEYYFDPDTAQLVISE
Rv3671c inh = inhibits the M. tuberculosis serine protease Rv3671c | 320,000 compounds, 0.048% hits | P9WHR9 | inhibition, % at 5.96 µM; in the data active = inhibition above about 38%;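 also: extracellular domain of Rv3671c used as enzyme; 0% = enzyme with DMSO and 100% = no enzyme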
3CLpro inhibitor = SARS-CoV 3CLpro protease inhibition; recombinant SARS-CoV 3CLpro, quenched FRET peptide cleavage; inhibition, % at 6 µM; 290,000 compounds, 0.14% hits; in the data active = inhibition above about 12%
An asterisk follows results filed as active; i = inactive; ? = inconclusive; · = no result given; & = joins results of further samples.

SMILES	PriA SSB inh	DUSP3 inh	PfHsp40 rescue	MazF activator	Y pestis TopoI	Anthrax LF prot	Vc quorum ag	TcdB inh	Rv3671c inh	3CLpro inhibitor
O=C(CNC(=O)c1ccncc1)N/N=C/c1cc(Br)ccc1OCc1ccccc1	i	13	-0.5	-6	5	8	-0.3	1.5	-12	2
COCc1nnc(NC(=O)c2ccc(S(=O)(=O)N(C)C3CCCCC3)cc2)o1	-4	15	-0.7	0	1	-1	i	·	-11	-4
S=c1nc(COc2ccccc2)[nH]c2ccccc12	-3	16	0.5	16	-3	6	-0.5	-1.3	-12	1
CCCNC(=O)C1(C)CCCN(C(=O)c2sccc2C)C1 (stereo unspecified)	·	·	·	·	2	-4	-1.1	-0.5	·	·
Cc1cccc(NC(=O)CSCC(=O)N(CCC(C)C)c2c(N)n(Cc3ccccc3)c(=O)[nH]c2=O)c1	12	·	1.4	-3	8	1	0.6	-2.6	1	·
CN1CCN(S(=O)(=O)c2ccc(Cl)c3ccccc23)CC1	3&9	6	0.0	5	10	-3	-2.4	1.2	-5	2
COc1ccc(CCNc2cc(N3CCN(C(=O)c4ccccc4F)CC3)ccc2[N+](=O)[O-])cc1OC	-11	3	-0.2	7	23	-2	i	·	-3	-5
CC1CN=C(Nc2cccc3ccccc23)S1 (stereo unspecified)	15	12	-0.9	-1	-3	0	0.1	·	2	-2
CCc1ccc(N(C(C)=O)c2nc(CCl)cs2)cc1	-1	17	0.2	-1	12	-5	-0.3	2.3	0	0
CCC(CO)Oc1cc(NC(=O)c2ccc([N+](=O)[O-])cc2)c2ncn(C(C)C)c2c1 (stereo unspecified)	-3	·	0.1	8	-2	-2	1.6	1.3	1	·
CCOC(=O)CCc1c(C)c(C#N)c2[nH]c3ccccc3n2c1=O	2&-1	8	-0.6	3	-6	-3	i	·	5	3
COc1ccc(C2=NS(=O)(=O)N(C)C(C(=O)Nc3cc(OC)c(OC)c(OC)c3)=C2)cc1	-5	2	1.0	8	10	1	-0.1	1.2	4	2
CCOc1ccccc1C1N(c2ccc(F)cc2)C(=O)C2CCCN21 (stereo unspecified)	-6	21	1.1	1	-5	6	0.3	·	2	-1
CC(NS(=O)(=O)c1ccccc1)C1CC2CCC1C2 (stereo unspecified)	-8	·	2.3	9	2	2	-0.3	1.4	-5	·
COc1ccc(OC)c(S(=O)(=O)N2CCC(C(=O)N3CCc4ccccc4C3)CC2)c1	0	-16	0.3	-2	32	-8	12	·	-3	-6
Nc1c(-c2ccccn2)cnn1-c1nc(-c2ccc(F)cc2)cs1	-15	17	0.2	-15	0	-1	-1.3	0.2	-14	5
Nc1ccc2oc3ccccc3c2c1	6	21	0.9	9	-10	-8	i	1.1	2	-3
CC(C)(C)c1ccc(C(=O)Nc2cccc(C(=O)N3CCOCC3)c2)cc1	13	27	0.0	-11	17	2	i	0.9	9	1
Cc1ccccc1C(=O)NNC1CC(=O)N(c2ccc3c(c2)OCCO3)C1=O (stereo unspecified)	-4	0	-0.4	2	0	1	-0.3	·	4	3
Nc1cc(=O)nc(SCC(=O)Nc2ccccc2)n1-c1ccccc1	-4	-6	1.9	-1	-4	3	i	1.0	5	1
O=C(CN1CCN(c2cccc(C(F)(F)F)c2)CC1)NCc1ccccc1	-4	-8	0.4	8	16	17	i	-4.7	-5	0
COc1ccccc1N1CCN(c2ccc3cc(S(=O)(=O)N4CCCCC4)ccc3n2)CC1	-6	24	-0.2	7	29	-1	i	-7.4	2	-3
CCOC(=O)C1=C(COC(=O)CNC(=O)c2ccc(C(C)(C)C)cc2)NC(=O)NC1C (stereo unspecified)	-11	·	0.0	3	17	2	-2.6	0.4	9	·
O=C(O)CCCn1cc(NC(=O)c2ccc(Br)o2)cn1	-25	21	-1.6	11	6	5	-0.2	1.3	-3	0
O=C(Cn1cnc2c(oc3ccccc32)c1=O)NCc1ccco1	-1	-15	12	6	0	-4	5.0	·	-7	-4

Profiles, looked up by structure:
CCOC(=O)C1=C(COC(=O)CNC(=O)c2ccc(C(C)(C)C)cc2)NC(=O)NC1C (stereo unspecified) is entered as PriA SSB inh: -11; DUSP3 inh: ·; PfHsp40 rescue: 0.0; MazF activator: 3; Y pestis TopoI: 17; Anthrax LF prot: 2; Vc quorum ag: -2.6; TcdB inh: 0.4; Rv3671c inh: 9; 3CLpro inhibitor: ·
COCc1nnc(NC(=O)c2ccc(S(=O)(=O)N(C)C3CCCCC3)cc2)o1 is entered as PriA SSB inh: -4; DUSP3 inh: 15; PfHsp40 rescue: -0.7; MazF activator: 0; Y pestis TopoI: 1; Anthrax LF prot: -1; Vc quorum ag: i; TcdB inh: ·; Rv3671c inh: -11; 3CLpro inhibitor: -4

(continued)
SMILES	PriA SSB inh	DUSP3 inh	PfHsp40 rescue	MazF activator	Y pestis TopoI	Anthrax LF prot	Vc quorum ag	TcdB inh	Rv3671c inh	3CLpro inhibitor
CC1CCN(C(=O)CSC2=NS(=O)(=O)c3cc(F)ccc3N2)CC1	-4	·	0.4	0	10	-2	-1.8	0.5	6	·
CC(=O)NC(Cc1ccc(F)c(F)c1)C(=O)NC1CCN(C(=O)c2ccc(Cl)cc2)CC1 (stereo unspecified)	0	12	-1.2	9	1	-17	-0.8	1.0	4	5
CC(=O)N1CCOc2cc(S(=O)(=O)NC(C)c3ccccc3)c(Cl)cc21 (stereo unspecified)	2	13	0.5	-5	-3	-8	i	-2.8	-2	-3
O=C(N1CCCCCC1)N1CC1	-10	·	1.9	6	2	0	i	0.5	·	·
CC(OC(=O)c1cccc(-n2cnnn2)c1)C(=O)N(C)c1ccccc1 (stereo unspecified)	-5	-19	0.0	2	7	?	5.3	1.3	-1	0
Cc1ccc2cc(C3CC(c4ccco4)=NN3C(=O)CCCC(=O)O)c(Cl)nc2c1 (stereo unspecified)	0	25	-0.3	6	-1	4	-4.2	0.9	-3	5
O=C(COc1ccccc1Cl)Nc1cc(Cl)ccc1O	1	5	-1.4	8	-16	-2	-0.5	6.5	·	0
CCOC(=O)Cn1c(=NC(=O)c2cc(-c3cccs3)nc3ccccc23)sc2cc(S(N)(=O)=O)ccc21	-10	-6	-1.2	-5	1	2	-1.7	·	-40	4
Cc1ccccc1Cc1c(C)nc2c(C(=O)N3CCN(Cc4ccc5c(c4)OCO5)CC3)cnn2c1C	8	·	0.9	5	-2	-2	-1.9	·	-9	-2
CC1CCCCC12NC(=O)N(CC(=O)c1ccc[nH]1)C2=O (stereo unspecified)	3	13	-1.1	5	1	-5	4.8	·	-4	2
O=C(/C=C/c1ccccc1)NC(=S)N1CCSCC1	7	21	0.8	3	0	-5	i	-1.6	-2	3
COC(=O)c1ccc(CNC(=O)CN2C(=O)NC(Cc3ccccc3)(c3ccccc3)C2=O)cc1 (stereo unspecified)	·	·	·	5	4	-8	-2.5	2.0	·	·
CCCC(=O)Nc1nc2ccc(S(=O)(=O)N3CCCCC3)cc2s1	-2	14	-1.1	6	4	-2	-0.3	1.0	-9	-1
O=c1[nH]c(Cc2ccc(F)cc2)nc2scc(-c3ccc(F)cc3)c12	-7	2	-0.2	-5	-4	0	-0.3	-0.6	-6	1
Cc1cccc(-c2nnc3n2N=C(c2ccccc2Br)CS3)c1	4	-5	-1.4	2	34	-2	1.3	·	-11	2
CCOC(=O)c1[nH]c2ccc(OC)cc2c1NC(=S)N1CCN(c2ccccc2)CC1	25	21	-0.4	-2	5	2	-0.2	·	2	1
Cc1cc(NC(=O)c2ccc(Cl)cc2)c(C)cc1O	1	21	0.3	1	0	-7	i	0.5	5	2
CCCS(=O)(=O)N1CCC(C(=O)NCc2ccco2)CC1	-2	21	1.2	-1	6	-4	3.4	·	5	-1
CN(C(=O)c1cnccn1)c1c(N)n(Cc2ccccc2)c(=O)[nH]c1=O	2	·	-1.0	-4	-14	0	-1.1	0.6	6	·
COc1ccc(S(=O)(=O)NNC(=S)NCCc2ccccc2)c(OC)c1	-3	10	0.0	-3	1	-2	-0.4	-0.3	7	-5
CCCCCNC(=O)CCn1c(=O)oc2ccccc21	-4	18	-1.4	2	11	4	i	·	-9	1
CN(Cc1cccc(F)c1)C(=O)CSc1nnc(C2CC2)n1C1CC1	7	·	-1.9	4	4	·	i	2.8	·	·
COc1ccc(OC)c(NC(=S)NC(=O)c2ccc(Br)o2)c1	-1	-6	-0.5	-3	-2	-3	-0.4	0.3	-1	-3
CC(=O)Nc1nnc(Cc2ccccc2)s1	-17	17	0.3	6	-3	-29	-0.5	·	0	0
CCOC(=O)c1ccc(S(=O)(=O)Nc2ccccc2-c2nnn(CC)n2)cc1	-17	7	4.8	4	1	-6	-0.7	0.6	·	5
(cont.)
SMILES	PriA SSB inh	DUSP3 inh	PfHsp40 rescue	MazF activator	Y pestis TopoI	Anthrax LF prot	Vc quorum ag	TcdB inh	Rv3671c inh	3CLpro inhibitor
COCc1c(C(=O)Nc2ccc(C)c(S(=O)(=O)N3CCOCC3)c2)oc2ccccc12	-8	·	1.7	9	8	-1	i	2.0	·	·
COC(=O)C1=C(c2ccc(F)cc2F)C[C@@H]2CC[C@H]1N2C(=O)N1CCC(C)CC1	-24	·	0.4	7	1	-3	0.4	-0.7	-3	·
O=C(N/N=C/c1cccnc1)c1sc2ccccc2c1Cl	·	27	0.3	2	7	3	0.5	-1.4	-11	-4
N=C1C(c2nc3ccccc3s2)=C(O)CN1CCCO	·	18	0.0	-1	2	0	·	-0.2	2	-1
CC(C)n1nnnc1SCC(=O)N1CCN(C(=O)c2ccco2)CC1	2	-8	0.1	2	-1	-2	2.9	·	-11	3
C=C(CN(C)C)C(=O)c1ccc(C)cc1C	4	·	0.2	-20	12	-1	i	0.4	·	·
O=C1/C(=C/c2ccc(O)c(O)c2)Oc2cc(O)ccc21	-9	-17	3.0	-185	-9	-12	-0.5	-1.8	-34	·
CC(C)NC(=O)Cn1cc(S(=O)(=O)N2CCCC2)c(S(=O)(=O)N2CCCC2)c1	3	6	-1.8	6	4	1	-0.3	0.8	-6	0
Cc1cc(NC(=O)/C(C#N)=C/c2ccc(-c3cccc(C(F)(F)F)c3)o2)n(-c2ccccc2)n1	-2	-11	0.8	-7	8	2	-2.6	·	-12	1
Cc1nnc(SCCn2c(N3CCN(C)CC3)nc3c2c(=O)n(C)c(=O)n3C)s1	-8	-1	-1.7	-2	-1	?	·	·	-7	-5
CCOC(=O)c1c(C)[nH]c(C(=O)C(C)OC(=O)c2ccc(NC(=O)CC#N)cc2)c1C (stereo unspecified)	5	·	0.6	0	-9	4	0.1	0.8	-124	·
O=C(COc1ccc(-c2nnc(N3CCCCC3)c3ccccc23)cc1)N1CCCCC1	-3	33	1.8	-3	18	1	-10	·	-2	6
Cc1ccsc1C(=O)C1CCCN(Cc2cccc(OCCO)c2)C1 (stereo unspecified)	-8	12	0.1	12	-11	-6	-4.5	-0.7	3	-2
COc1cccc(CN2CCN(Cc3c(C)nn(C(C)C)c3C)CC2CCO)c1 (stereo unspecified)	13	8	0.4	-5	-11	-1	i	0.9	-10	0
CC1CCN(S(=O)(=O)c2ccc(NC(=O)c3ccco3)cc2)CC1	0&8&7	28	0.6	-4	12	0	-0.2	0.5	-9	2
CC(C)(C)Sc1nc(O)cc(=O)[nH]1	-4	26	1.0	-4	-1	0	i	·	4	-1
O=C(Nc1nnc(Cc2ccccc2)s1)c1cccnc1	-9	20	-1.3	2	-10	-2	i	0.3	1	0
COc1ccc2c3c1OC1C(=O)CC[C@@]4(O)[C@@H](C2)N(C)CC[C@]314 (stereo partly specified)	-7	·	0.2	-2	-3	1	-0.2	1.2	-3	·
CCOC(=O)/C(C#N)=C/c1cc2ccccc2nc1Cl	11	17	-1.6	8	-9	-2	i	1.2	2	-1
COc1ccc(CN2CCNC(=O)C2CC(=O)NCCC2=CCCCC2)cc1OC (stereo unspecified)	3	18	-0.3	-10	-6	-5	-0.5	-1.0	-7	1
CCCCC(=O)Nc1c2c(nn1-c1ccc(C)cc1)CS(=O)(=O)C2	2	-16	-0.3	3	1	8	-0.1	1.6	7	2

Screening data (PubChem)

These rows are one share of the data. The share of hits here may be higher or lower than overall.
